# Source: PubChem (National Center for Advancing Translational Sciences (NCATS))
# S3 lipid droplet: qHTS Assay for Lipid Storage Modulators in Drosophila S3 Cells. AID 2685, 2010. Potency in µM for hits, for the others lipid storage change, negative = inhibition, % at the top dose, mostly 46.1 µM. hit rate 0.64% among 320,000. Drosophila S3 cells, BODIPY lipid droplet fluorescence, 18-24 h; cells fed with added oleic acid; active = well fitted inhibition curve with a large enough effect in the signal ratio, with a control signal flat, not every such curve was filed as active; inconclusive = small, poorly fitted or top-dose-only effect, or effect the other way, or a change in a side signal; the % refers to the signal ratio
#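 Drosophila S3 cells got compounds at several concentrations plus oleic acid (400 uM solution). Laser-scanning cytometry with 488 nm excitation read lipid droplets at 500-530 nm and cells at 575-640 nm. Percent activity was relative to 20 uM Triacsin C.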
# S3 lipid droplet cell count max: further read-out of S3 lipid droplet, marked with its call; cell number change, %; measured here: cell count max response;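 cells counted by Cell Tracker Red CMTPX staining in the red channel; peak over a dose series mostly up to 46.1 µM; percent activity relative to internal control wells on each plate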
# An asterisk follows results filed as active; i = inactive; u = inconclusive; x = not tested or not shown; [ ] = remark or other dose. % is scaled to controls: 0 for no effect and ±100 for the full control effect; potency is read from the fitted curve at half-maximal effect.
S3 lipid droplet,S3 lipid droplet cell count max,SMILES
-7%,16,COC(=O)c1ccc(C2NC(=O)c3c(sc(C)c3C)N2)cc1 (stereo not drawn)
-17%,1,CCOc1ccc(-n2c(=O)[nH]cc(C(=O)N3CCCc4ccccc43)c2=O)cc1
u,x,CCCCC(=O)Nc1ccc(NC(=O)c2cc(OC)c(OC)c(OC)c2)cn1
-1%,x,Cc1ccc(SCC(=O)N2CCC(C(N)=O)CC2)cc1
u,x,CN1CCN(c2nc(NCCOC34CC5CC(CC(C5)C3)C4)nc(OCC(F)(F)F)n2)CC1
14%,-1,NS(=O)(=O)c1cccc(NC(=O)COC(=O)C2(c3cccc(F)c3)CCCC2)c1
u,x,CCc1nn(CC(=O)N(C)C2CCCCC2)c(=O)c2cc3cc(C)ccc3n12
u,x,NC1=NC(=O)C2(COC(c3cccnc3)OC2)S1 (stereo not drawn)
u,x,CCc1ccc(N2CC(C(=O)N3CCCC3)CC2=O)cc1 (stereo not drawn)
i,22,Cc1cccc(CN2CCOCCS2(=O)=O)c1
u,x,COc1cc(OC)c(C2C(C(=O)O)c3ccccc3C(=O)N2C)cc1OC (stereo not drawn)
6%,-2,CCOC(=O)N1CCN(S(=O)(=O)c2ccc(C)cc2)C1c1ccc(OC)cc1 (stereo not drawn)
-2%,-15,CCCCSc1nc2c(=O)[nH][nH]c(=O)c2n1Cc1ccccc1
u,x,COc1ccc(N2CCC(CNC(=O)Nc3ccc(C)c(C)c3)C2)cc1 (stereo not drawn)
u,x,O=C(c1ccc(Cl)cc1)N(Cc1ccc(Br)cc1)N1C(=O)CCC1=O
u,x,Cc1c(NC(=S)SCc2ccccc2)c(=O)n(-c2ccccc2)n1C
u,x,Cc1ccc2oc(C(=O)N3CCN(c4cccc(C)n4)CC3)c(C)c2c1
8%,-7,Cc1ccc2[nH]c(-c3cccc(N)c3)cc2c1
i,x,CCOCCCNS(=O)(=O)c1ccc(-n2cnnn2)c(OC)c1
-3%,3,CCc1ccc(/C=N\n2cnnc2)cc1
u,x,CCCCN(C(=O)Cc1ccc(S(=O)(=O)N2CCOCC2)s1)c1c(N)n(CCCC)c(=O)[nH]c1=O
i,12,COc1ccc(C(=O)C2CCCN(Cc3ccc4nonc4c3)C2)cc1F (stereo not drawn)
3%,16,O=C(NCCc1ccccc1)C1CCC(CNc2c(N3CCCCC3)c(=O)c2=O)CC1 (stereo not drawn)
11%,4,O=C1CC(Nc2ccc(N3CCOCC3)cc2)C(=O)N1C1CCCCC1 (stereo not drawn)
u,x,COc1ccc(CC(=O)NCc2nnc(SCc3ccc([N+](=O)[O-])cc3)n2C)cc1
i,8,Cc1ccc(NC(=O)CN(C)C(=O)C(Sc2ccccc2)c2ccccc2)cc1 (stereo not drawn)
i,12,CCn1c(SCC(=O)NC2CCCC2)nnc1-c1cccnc1
u,x,Cc1sc2nc(C(C)Sc3n[nH]c(N)n3)[nH]c(=O)c2c1C (stereo not drawn)
u,x,Cc1ccc(OCc2nc(C#N)c(N3CCN(Cc4ccccc4)CC3)o2)cc1
u,x,CSCCC(NS(=O)(=O)c1ccccc1F)C(=O)NCc1cccs1 (stereo not drawn)

# Rewritten tab-delimited: entries from further up.
Compound	S3 lipid droplet	S3 lipid droplet cell count max
Cc1cccc(CN2CCOCCS2(=O)=O)c1	i	22
COc1cc(OC)c(C2C(C(=O)O)c3ccccc3C(=O)N2C)cc1OC (stereo not drawn)	u	x

# (more compounds)
S3 lipid droplet,S3 lipid droplet cell count max,SMILES
u,x,O=C1CN(C(=O)COC(=O)c2ccc[n+]([O-])c2)c2ccccc2N1
u,x,COC(=O)c1cc(NCc2ccc3c(c2)OCO3)ccc1N1CCOCC1
i,-16,CC(C)NC(=O)[C@]1(C)CCC[C@@]2(C)C3CC[C@@]4(C)C[C@]3(CCC21)CC4=O (stereo partly drawn)
11%,24,CCCC[N+](CC#CCO)(CC#Cc1ccccc1)CCCC
u,x,C/C(=N\NC(=O)CSCc1ccc([N+](=O)[O-])cc1)c1cccc(Br)c1
i,x,COCc1nnc(NC(=O)c2cc(Cl)ccc2OC)s1
u,x,COc1ccc(OC)c(S(=O)(=O)Nc2cc(Cl)cc(Cl)c2)c1
i,0,Cc1ccccc1OCC(=O)Nc1nnc(C2CCCC2)s1
18%,27,Fc1cccc(F)c1-n1c(CN2CCCC2)csc1=S
u,x,Cn1nc(C(=O)NNC(=O)c2ccc(Cl)c(S(N)(=O)=O)c2)c2ccccc2c1=O
u,x,C=C(C)CN(CC)c1nc(N)c(C#N)c(CC#N)c1C#N
2%,22,CCCN(CC(=O)Nc1ccc(Cl)cc1Cl)Cc1cc(=O)n2ccsc2n1
u,x,O=C(CCSc1nnc(-c2ccco2)o1)Nc1ccccc1
-8%,14,COc1ccc(NC(=O)CSCC(=O)NC2(C)CCS(=O)(=O)C2)cc1 (stereo not drawn)
i,-2,O=C1C(=O)N(CCCN2CCOCC2)C(c2ccc(F)cc2)/C1=C(\O)c1ccc2c(c1)OCCO2 (stereo not drawn)
-6%,14,Cc1ccccc1CNC(=O)Nc1cccs1
10%,10,O=C(N/N=C/c1ccccc1)c1ccc(OCc2ccccc2)cc1
u,x,O=C(Cc1cccs1)NNC(=O)C12CC3CC(CC(C3)C1)C2
u,x,COC(=O)COc1ccc(/C=C2\SC(=O)N(CC(=O)Nc3ccccc3F)C2=O)cc1
u,x,COc1cccc(CN2CCNC(=O)C2CC(=O)NCCCC2CCCC2)c1OC (stereo not drawn)
i,19,CN(C(=S)NC1=CCS(=O)(=O)C1)C1CCCCC1
u,x,O=C(/C=C/c1ccc(Br)cc1)c1ccc(NC2=NCCCS2)cc1
i,23,CCOc1ccc(Cl)cc1S(=O)(=O)N1CCCC1
u,x,Cc1c(Cc2ccccc2)c(=O)oc2c(O)c(O)ccc12
u,x,COc1cc(OC)cc(C(=O)NNC(=S)Nc2ccccc2OC)c1
2%,18,CCOC(=O)c1c(N)c2cc([N+](=O)[O-])cnc2n1C
u,x,COC(=O)C1=NN(c2ccc(OC)cc2)C2C(=O)N(c3ccccc3OC)C(=O)C12 (stereo not drawn)
u,x,Cc1ccc(Cl)cc1-n1c(=O)cc(N2CC(C)OC(C)C2)[nH]c1=O (stereo not drawn)
u,x,O=C(Nn1cnnc1)c1ccc(Cl)cc1
-10%,1,CC(C)c1ccc(NC(=O)CNS(=O)(=O)c2ccc(F)cc2)cc1

# Nothing new here: entries from further up.
S3 lipid droplet,S3 lipid droplet cell count max,SMILES
11%,24,CCCC[N+](CC#CCO)(CC#Cc1ccccc1)CCCC
u,x,C/C(=N\NC(=O)CSCc1ccc([N+](=O)[O-])cc1)c1cccc(Br)c1
i,x,COCc1nnc(NC(=O)c2cc(Cl)ccc2OC)s1
u,x,COc1ccc(OC)c(S(=O)(=O)Nc2cc(Cl)cc(Cl)c2)c1
i,0,Cc1ccccc1OCC(=O)Nc1nnc(C2CCCC2)s1
18%,27,Fc1cccc(F)c1-n1c(CN2CCCC2)csc1=S
u,x,Cn1nc(C(=O)NNC(=O)c2ccc(Cl)c(S(N)(=O)=O)c2)c2ccccc2c1=O

# More records follow.
S3 lipid droplet,S3 lipid droplet cell count max,SMILES
u,x,O=C(NC1CCN(Cc2ccccc2)CC1)c1cc(-c2ccccn2)nc2ccccc12
4%,-6,Cc1ccc(Cl)c(OCC(=O)Nc2sc(C)c(C)c2C#N)c1
i,-9,CN(Cc1cnccn1)C(=O)C1CCC(=O)N(CCc2ccccc2)C1 (stereo not drawn)
u,x,CCc1ccc2[nH]c3nc(SCC(=O)NNC(=O)c4ccc(C(C)(C)C)cc4)nnc3c2c1
u,x,CC1CCN(C(=O)Cn2c3ccc(F)cc3c3nc4n(c(=O)c32)CCCS4)CC1
u,x,O=C(Nc1ccc(-c2nc3cccnc3s2)cc1)c1ccco1
26%,10,CCSc1nnc(NC(=O)C2Cc3ccccc3CN2C(=O)c2ccco2)s1 (stereo not drawn)
u,x,O=C1CSc2nc3ccccc3n21
u,x,NC1(N)OC(CN2C(=O)c3ccccc3C2=O)CS1 (stereo not drawn)
-19%,-8,COc1ccc(S(=O)(=O)N2c3ccccc3NC(=O)CC2C)cc1 (stereo not drawn)
5%,14,Cc1nn(C(C)(C)C)c(NC(=O)c2ccc(Cl)cc2Cl)c1Br
-5%,12,CCN1CCN(S(=O)(=O)c2ccc(Cl)c(C(=O)N(C)Cc3ccc(Cl)cc3Cl)c2)CC1
-24%,-21,COc1ccc(C2C(C#N)=C(N)Oc3cc(N)ccc32)cc1 (stereo not drawn)
u,x,CCOc1cccc(CN2CCN(c3cccc(C(F)(F)F)c3)CC2)c1O
u,x,COc1ccc(CNc2oc(Cc3cccc4ccccc34)nc2C#N)cc1
16µM*,5.3*,Cc1ccc(S(=O)(=O)N2CCN(C(=O)CSc3ncn[nH]3)CC2)cc1
u,x,COC(=O)C1=C(C)N(C)C(=S)N(C)C1c1cccc(Br)c1 (stereo not drawn)
u,x,COc1ccc(CCNC(=O)CN2CCN(S(=O)(=O)c3ccc(Cl)cc3)CC2)cc1OC
u,x,Cc1ccc(S(=O)(=O)/N=C2/NC(=O)/C(=C/c3ccccn3)S2)cc1
u,x,COCc1cc(=O)[nH]c(Nc2nc(C)c3cc(OC)ccc3n2)n1
15%,4,Cc1nnc(SCC(=O)c2c(N)n(C3CC3)c(=O)[nH]c2=O)n1-c1ccccc1
i,1,Cc1noc(C)c1C(=O)OCC(=O)NCc1ccccc1
0%,9,CC(=O)Nc1ccc(NS(=O)(=O)c2c(Cl)cccc2Cl)cc1
-17%,-7,CC[C@@H](C)[C@@H](C(=O)N1CCNCC1)n1cc(CCC(=O)O)nn1
u,x,COc1ccc(OC)c(-c2oc3ccccc3c(=O)c2O)c1
u,x,O=C(N1CCCCC1)N1CCN(c2ccc(Cl)cc2)CC1
u,x,Cc1cc(C)c(NC(=O)COC(=O)CCn2c(C)csc2=O)c(C)c1
u,x,O=C(Nc1ccc(S(=O)(=O)Nc2cnc3ccccc3n2)cc1)c1ccccc1Br
u,x,CCCNC(=O)Cn1cnc2sc(C(=O)NCCCN3CCOCC3)c(C)c2c1=O
10%,-2,CCC(C)(C)n1nnnc1C(c1ccc2ncccc2c1)N1CCN2CCCC2C1 (stereo not drawn)
u,x,CC(=O)O[C@H](CC(=O)O)C[N+](C)(C)C
22%,-10,Cc1cc(OCc2cc(C(=O)N(C)Cc3ccccn3)no2)cc(C)c1Cl
i[0.0737 µM],23,CC(C)(CNC(=O)Cc1ccc(NS(=O)(=O)c2cccc(C(F)(F)F)c2)cc1)N1CCOCC1
u,x,O=C1/C(=C/c2ccc(N3CCCC3)cc2)NC(=S)N1C1CC1
3%,6,COc1ccccc1NC(=O)CSc1nnc(C2CCCCC2)n1-c1ccccc1
u,x,Cc1nnc(SCC(=O)NCc2ccccc2Cl)[nH]c1=O
u,x,CC(C)(C)OC(=O)N/N=C\c1ccc(OC(=O)c2ccco2)cc1
10%,9,COc1ccc(OCC(=O)NC2CCCN(Cc3ccc(Cl)cc3)C2)cc1 (stereo not drawn)
0%,-2,CCn1c(Cc2ccccc2)nnc1SCC(=O)Nc1ccc(OC)cc1
u,x,CCn1cc(CN2CCC(C(=O)Nc3ccc(Oc4cccnc4)cc3)CC2)c(C)n1
i,x,COc1cc(OC)cc(C(=O)N(Cc2nc(-c3cccc(C)c3)no2)C(C)C)c1
u,x,COc1ccccc1C(=O)N1CCCC(c2nc(-c3cc(OC)c(OC)c(OC)c3)no2)C1 (stereo not drawn)
-1%,11,COc1ccc(N2C=C3C(=O)C(C)(OC(=O)CCc4ccccc4)C(=O)C=C3C=C2c2ccc(C#N)cc2)cc1 (stereo not drawn)
u,x,NC(=O)c1c(NC(=O)c2cc3ccccc3o2)sc2c1CCC2
u,x,CCOc1c(Br)cc(CNc2ccc(N3CCN(C(C)=O)CC3)cc2)cc1OC
u,x,CCOC(=O)CCc1c(C)c2ccc(OCc3nn[nH]n3)c(C)c2oc1=O
u,x,O=C(NCc1ccco1)/C(=C/c1ccc(Br)cc1)NC(=O)c1ccco1
i,-13,COc1cc(NC(=O)Cc2ccc(S(=O)(=O)N3CCOCC3)s2)c(OC)cc1Cl
u,x,CCCOC(=O)CCCN1C(=O)/C(=C2\SC(=S)N(CCCC(=O)OCCC)C2=O)SC1=S
u,x,C=CCNCCCCOc1ccc(Br)cc1C
8%,2,COc1cccc(C(=O)NCc2nnc(SCC(=O)Nc3nccs3)n2-c2ccccc2)c1
-1%,2,C#CCN1CC(C)/C(=N/O)CC1C (stereo not drawn)
u,x,COc1ccc(C(=O)COC(=O)Cc2c[nH]c3ccccc23)c(OC)c1
0%,10,O=S(=O)(Cc1noc(-c2ccccc2Cl)n1)c1ccccn1
i,-43,C=CCc1cc(Cl)ccc1OCCn1ccnc1
-2%,-13,CCn1nc(NC(=O)C(C)C)c2cc3ccc(C)cc3nc21
u,x,CCN(c1ccccc1)S(=O)(=O)c1ccc(OCC(=O)N2CCCC2)cc1
u,x,CCOC(=O)CN1C(=O)C(O)=C(C(C)=O)C1c1ccc(F)cc1 (stereo not drawn)

# Reformatted with each value named: part of the list above
> NC(=O)c1c(NC(=O)c2cc3ccccc3o2)sc2c1CCC2
  S3 lipid droplet: u
  S3 lipid droplet cell count max: x

> CCOc1c(Br)cc(CNc2ccc(N3CCN(C(C)=O)CC3)cc2)cc1OC
  S3 lipid droplet: u
  S3 lipid droplet cell count max: x

> CCOC(=O)CCc1c(C)c2ccc(OCc3nn[nH]n3)c(C)c2oc1=O
  S3 lipid droplet: u
  S3 lipid droplet cell count max: x

> O=C(NCc1ccco1)/C(=C/c1ccc(Br)cc1)NC(=O)c1ccco1
  S3 lipid droplet: u
  S3 lipid droplet cell count max: x

# These rows are one share of the data (hit frequency here may not be typical).
